Compound activity deposited in PubChem BioAssay by several laboratories.
MT1-MMP act inh: blocks activation of human MT1-MMP | HT1080 RFP-PRO-GFP cells, GFP/RFP ratio fluorescence, overnight; percent of plate control window, DMSO zero | GFP/RFP ratio change, % at 20 µM | 360,000 tested, 0.061% active | AID 651647;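 active = GFP/RFP ratio change of at least 30% with cell ATP level not reduced by more than half and red fluorescence within 50% of control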; also: strong numbers were not always called active
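system = RFP-PRO-GFP reporter HT1080 cells | dosing = 20 µM single dose, 1% DMSO | timing = overnight cell settling, then overnight compound exposure, 37 °C, 5% CO2 | read-out basis = GFP/RFP fluorescence ratio | controls = DMSO and RFP-L50D-GFP cell wells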
Neddyl block: cullin neddylation inhibition; calls only at 25 µM; P61081+Q13564; AID 651699; 360,000 tested, 0.58% active; TR-FRET cullin neddylation, biochemical; in the data active = inhibition above about 36%
CSN inh: inhibitors of human CSN-mediated cullin deneddylation. AID 651999. Purified CSN, SCF-Nedd8-OG deneddylation, fluorescence polarization. inhibition, % at 12.5 µM. 360,000 tested, 0.38% active;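 active = pattern-corrected inhibition above about 35%, with an unprinted fluorescence ratio check between 0.5 and 1.5, limit read from the data, passing the limit was not always enough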;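 also: 0% = enzyme with substrate and 100% = substrate without enzyme; some results filed as inactive read as strong as hits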
Target sequence (Q92905 whole entry, looked up, one chain of several): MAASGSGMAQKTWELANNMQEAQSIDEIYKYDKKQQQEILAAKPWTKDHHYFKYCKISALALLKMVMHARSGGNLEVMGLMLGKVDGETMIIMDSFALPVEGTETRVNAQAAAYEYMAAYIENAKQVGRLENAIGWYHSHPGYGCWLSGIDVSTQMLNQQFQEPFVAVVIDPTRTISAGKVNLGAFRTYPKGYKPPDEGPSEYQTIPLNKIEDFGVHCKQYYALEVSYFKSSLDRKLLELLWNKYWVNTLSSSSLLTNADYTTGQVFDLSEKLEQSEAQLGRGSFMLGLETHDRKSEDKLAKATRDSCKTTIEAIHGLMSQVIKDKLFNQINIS
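Assay system: purified human Csn5 enzyme expressed in HEK293T cells; Input: 0.24 nM Csn5 enzyme, final concentration; Reagent: 10 nM SCFSkp2-Nedd8OG; Compound dosing: 12.5 µM single point; Times: reaction 90 min, room temperature; Technique: fluorescence polarization readout.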
Rin1 Abl inh: inhibitors of human Rin1-Abl protein interaction; 360,000 tested, 0.4% active; inhibition, % at 7.35 µM; AID 588664; TR-FRET Rin1/Abl binding, biochemical; in the data active = inhibition above about 5%, passing the limit was not always enough
SKN-1 inh: C. elegans SKN-1 inhibition | C. elegans VP596 Pgst-4::GFP/RFP ratio, acrylamide-induced, 24 h | inhibition, % at 21.8 µM | 360,000 tested, 0.49% active | AID 624304;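 active = interference check ratio from 0.5 to 1.5 plus GFP to RFP signal ratio inhibition reaching or exceeding a fixed threshold, cut at about 30% in these data, passing the limit was not always enough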; also: some compounds called inactive have numbers as strong as hits
NadD inh: blocks S. aureus nicotinate mononucleotide adenylyltransferase | purified NadD enzyme, colorimetric absorbance read-out | inhibition, % at 20 µM | 360,000 tested, 0.78% active | AID 602399; in the data active = inhibition above about 26%; also: some compounds past the cut are filed as inactive
PABP1 MLLE inh: blocks PAM2 peptide binding to the PABP1 MLLE domain. P11940. GST-MLLE / FITC-PAM2 fluorescence polarization. inhibition, % at 20 µM. 360,000 tested, 0.36% active. AID 588489; in the data active = inhibition above about 35%, passing the limit was not always enough;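 also: plate controls were DMSO wells with GST-MLLE for no effect and wells lacking GST-MLLE protein for full effect; some results filed as inactive read as strong as hits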
Target sequence (P11940 whole entry, looked up, the tested form may be a part): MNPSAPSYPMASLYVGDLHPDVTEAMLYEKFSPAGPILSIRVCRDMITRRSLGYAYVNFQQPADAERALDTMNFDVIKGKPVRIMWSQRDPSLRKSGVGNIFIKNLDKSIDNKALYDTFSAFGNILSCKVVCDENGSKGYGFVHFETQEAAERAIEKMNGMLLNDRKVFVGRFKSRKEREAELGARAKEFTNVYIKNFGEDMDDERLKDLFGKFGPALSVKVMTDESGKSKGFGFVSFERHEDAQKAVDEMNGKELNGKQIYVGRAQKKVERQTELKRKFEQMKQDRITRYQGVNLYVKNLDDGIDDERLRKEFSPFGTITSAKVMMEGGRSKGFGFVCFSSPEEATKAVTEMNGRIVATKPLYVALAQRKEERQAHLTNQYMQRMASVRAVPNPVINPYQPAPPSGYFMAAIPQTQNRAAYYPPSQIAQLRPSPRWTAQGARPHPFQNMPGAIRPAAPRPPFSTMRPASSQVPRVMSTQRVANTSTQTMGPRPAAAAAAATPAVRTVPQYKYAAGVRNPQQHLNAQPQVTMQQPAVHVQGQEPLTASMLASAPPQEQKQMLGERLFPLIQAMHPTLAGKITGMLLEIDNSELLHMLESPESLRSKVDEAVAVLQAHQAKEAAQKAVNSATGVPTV
FAS-TE inh: FAS thioesterase (human) inhibition. AID 602261. P49327. inhibition, % at 15 µM. recombinant FAS-TE, OMFH fluorogenic substrate, fluorescence endpoint. 360,000 tested, 0.67% active;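 active = compounds whose normalised, plate-corrected inhibition of enzyme fluorescence in the single-dose primary screen is 50% or more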;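 also: 0% = DMSO with enzyme and 100% = substrate without enzyme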
Rpn11 inh: blocks the human proteasome subunit Rpn11; 360,000 tested, 0.59% active; calls only at 20 µM; human 26S proteasome, Ub4-pepOG fluorescence polarization; 20S core pre-blocked with epoxomicin;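 active = inhibition at 20 µM, scaled to each plate's controls, above about 33%, limit read from the data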
Active calls of the source: *; i = inactive; . = not tested or not shown; + = active, no number; & = joins results of further samples. An unsorted share of the library; overall some 3.9% were active at least once.

nr	SMILES	CSN inh	NadD inh	PABP1 MLLE inh	Rpn11 inh	Rin1 Abl inh	MT1-MMP act inh	Neddyl block	FAS-TE inh	SKN-1 inh
1	O=C(c1cc(=O)c2ccccc2o1)N(Cc1ccccc1)C1CCS(=O)(=O)C1 (stereo not drawn)	-1.5	-2.0	8.3	i	0.0	3.1	i	2.5	-2.1
2	O=C(NCc1ccc(F)cc1)c1cnccn1	1.5	4.7	0.4	i	1.8	0.0	i	-3.0	19.2
3	CC(=O)C1=CCC(c2ccccc2)N(S(=O)(=O)c2ccccc2)C1 (stereo not drawn)	0.0&-4.6	-6.7&-6.0	-10.3&-5.4	i	0.4&5.0	-2.8&4.3	i	6.2&-6.8	0.8&-14.9
4	CCC(=O)NCCc1nc2ccccc2n1CC(=O)c1ccccc1	-3.6	-1.3	-3.1	i	1.3	2.2	i	-6.9	-16.2
5	CCC(NC(=O)/C(=C\c1ccc2c(c1)OCO2)NC(C)=O)C(=O)O (stereo not drawn)	2.3	4.0	1.5	i	0.0	2.7	i	-9.6	5.4
6	COc1ccc(C(=O)CC(=O)Nc2ccc([N+](=O)[O-])cc2)cc1	1.4	-5.9	2.2	i	-1.8	3.0	i	18.1	-10.3
7	COc1ccc(-c2nc(NC(=O)C3=NN(c4cccc(C)c4)C(=O)CC3)sc2C)cc1	9.4	31.1*	28.8	i	1.6	-2.7	i	12.3	4.6
8	O=C1CC(N2CCN(c3ncccn3)CC2)C(=O)N1CCc1ccccc1 (stereo not drawn)	-7.5	-3.6	2.6	i	0.3	-1.5	i	-11.3	3.3
9	CCOC(=O)c1c[nH]c2c([N+](=O)[O-])cc(OC)cc2c1=O	-3.7	0.1	0.0	i	-3.5	-0.6	i	-5.2	21.9
10	O=S(=O)(NCCc1ccc(F)cc1)c1cccc2cccnc12	-9.3	-1.5	-1.6	i	1.6	-2.9	i	1.4	3.9
11	C=CCn1c(SCC(=O)N2CCN(c3ccc(F)cc3)CC2)nnc1-c1cccs1	-0.2	2.2	11.6	i	-0.4	-4.7	i	1.1	3.8
12	O=C(CN1C(=O)NC2(CCCC2)C1=O)OCCOc1ccc(Br)cc1	1.9	0.6	4.6	i	-3.8	0.9	i	-1.6	8.2
13	CN1OC[C@@H]2CN(C(=O)NC3CCCCC3)[C@H](c3ccc(N4CCCCC4)cc3)C[C@@H]21	0.6	2.3	-14.3	i	3.2	-0.2	i	-3.2	14.2
14	Cc1ccc(NC(=O)CSc2nn(-c3ccccc3)c(=S)s2)cc1S(=O)(=O)N(C)C	-6.4	-4.6	-21.5	i	-2.2	-5.8	i	17.2	-14.3
15	COc1ccc(C(=O)OCC(=O)N(C)C2CCS(=O)(=O)C2)cc1Br (stereo not drawn)	4.2	-1.1	5.8	i	-0.4	-2.5	i	-2.1	-5.7
16	Cc1ccc(C(=O)NC(NC(=O)c2ccc(C)cc2)c2cccc([N+](=O)[O-])c2)cc1	-6.0	-5.0	15.2	i	0.5	1.4	i	15.0	8.0
17	CCCc1cc2c(=O)n(NC(=O)c3nn(C)cc3[N+](=O)[O-])c(C)nc2s1	-1.7	-3.6	4.5	i	-1.4	-0.7	i	-7.4	-2.7
18	CC(C)c1ccc(CNn2cnnc2)cc1	1.8	-4.2	-13.0	i	-2.7	2.2	i	-6.5	8.1
19	CC(C)(C)OC(=O)N1CCC[C@H]1c1nnc(SCc2ccccc2)o1	1.7	-2.2	33.0	i	-1.5	1.9	i	2.4	-6.5
20	CC(CCC(=O)O)C1CC[C@@]2(C)C3C(=O)CC4C(C)(C)C(O)CC[C@]4(C)C3C(=O)C[C@]12C (stereo partly drawn)	-5.9	-4.4	11.8	i	0.8	1.4	i	-4.8	-5.8
21	COC(F)(C(=O)Nc1ccc2c(c1)C(=O)NC2=O)C(F)(F)F (stereo not drawn)	-3.3	6.0	2.6	i	-4.3	0.9	i	-7.6	-4.3
22	O=S(=O)(Nc1cccc(-c2nc3cccnc3s2)c1)c1cccs1	0.4	-3.0	-21.0	i	-8.4	2.4	.	5.1	5.7
23	c1cnc2c(-c3cccc4nccn34)cccc2c1	-2.6	2.6	-8.1	i	0.6	-0.8	i	-9.4	3.8
24	CCCCCCCCN1C(=O)[C@H](CC(=O)NCCC(C)C)C[C@@]2(C(=O)OCC)CCC=C12	-1.2	.	.	.	.	-2.9	i	.	1.3
25	Cc1ccc([N+](=O)[O-])cc1N=Nc1c(C)[nH]n(C(N)=S)c1=O	-2.6	6.0	30.5	i	1.0	-0.5	i	-4.3	-7.9
26	Cc1ccccc1C(=O)Oc1cc(N)n(S(C)(=O)=O)n1	-10.9	-1.0	-11.0	i	0.9	0.6	i	-0.1	-4.0
27	COc1ccc(CCNC(=S)NC(=O)c2cccc(Cl)c2)cc1OC	-1.5	-6.2	23.5	i	-1.4	2.6	i	28.4	6.2
28	CCCn1nnc2sc3c(c2c1=O)CCC(C)C3 (stereo not drawn)	-2.7	-2.7	1.9	i	-1.5	0.2	i	-48.8	28.7
29	Clc1ccc(/C(Cc2nc3ccccc3[nH]2)=N\Nc2ccccc2)cc1	0.6	17.0	19.5	i	-1.6	-2.9	i	39.1	7.4
30	CC(=O)Nc1ccc(C(=O)OCC(=O)N2CCC(Cc3ccccc3)CC2)cc1	3.0	2.5	-34.3	i	4.3	4.1	i	2.7	4.8
31	Cc1ccc(Nc2cc(C)nc(N3CCOCC3)n2)cc1	5.5	-3.6	1.2	i	-5.4	1.6	i	-8.7	12.7
32	COc1ccc(CN2CCC(C(=O)Nc3ccc(Oc4cccnc4)cc3)CC2)cc1	0.0	-5.8	-7.9	i	8.2*	-0.1	i	-3.8	8.4
33	COc1ccc(C(C)(NC(C)=O)c2nc(-c3cccc(C#N)c3)cs2)cc1 (stereo not drawn)	-0.4	-2.0	-0.1	i	2.7	-0.3	i	5.7	1.9
34	O=C(Nc1cc(Cl)cc(Cl)c1)N1CCCC1	2.7	-5.0	-14.0	i	1.4	3.0	i	-3.1	17.1
35	O=C(O)C1CN(C(=O)c2cccc(Br)c2)C1	-0.6	-4.1	-5.6	i	-0.8	2.3	i	-5.1	-8.2
36	COc1cccc(C(=O)NNC(=O)C(=O)Nc2cccc3ccccc23)c1	-4.7	-1.6	-23.9	i	1.7	6.9	i	-2.7	13.1
37	O=C(c1ccccc1)c1ccc(OCCn2cnc3ccccc3c2=O)cc1	1.9	6.8	3.1	i	0.2	0.9	i	20.2	-14.8
38	CCOC(=O)N1CCN(c2cc(=O)n(-c3ccc(Br)cc3)c(=O)[nH]2)CC1	4.8	2.0	12.6	i	-0.6	-2.1	i	-6.7	4.6
39	CCOC(=O)c1ccc(NC(=O)Cn2c(=O)oc3ccccc32)cc1	1.5	-5.6	7.8	i	1.4	0.9	i	3.2	-19.1
40	O=C(CSc1nc2ccccc2c(=O)n1-c1ccccc1)N/N=C/C=C/c1ccccc1[N+](=O)[O-]	4.9	23.9	-4.6	i	-3.0	0.7	i	23.0	-6.9
41	CCCCC(=O)N(C)c1c(CC)nc2c(OCc3ccc(Cl)cc3Cl)cccn12	-7.8	11.9	6.2	i	0.2	-12.7	i	33.4	12.7
42	COc1ccc2c(c1OC)C(=O)OC2CC(=O)c1ccc(O)cc1 (stereo not drawn)	-3.9	-3.5	-4.1	i	1.2	4.3	i	-6.4	5.3
43	CC(C)(C)c1cc(/C=N/NC(=O)Cc2nc3ccccc3[nH]2)cc(C(C)(C)C)c1O	5.8	20.2	3.9	i	-2.7	3.6	i	3.4	5.1
44	Cc1ccccc1NC(=O)c1cc(C(=O)c2cc(Cl)ccc2O)cn(-c2ccccc2C)c1=O	0.3	29.5	-10.8	+	-1.7	-32.1	i	31.6	2.3
45	O=C(c1ccc(Cn2c(=O)[nH]c3ccsc3c2=O)cc1)N1CCN(c2ccccc2)CC1	3.4	-4.6	-8.3	i	-1.3	-8.2	i	-0.5	-12.0
46	COc1ccc(-n2c(/C=C(\C)O)nc(=O)c3c(C)cc(C)nc32)cc1	-5.7	3.3	5.2	i	3.6	-0.5	i	0.9	11.1
47	N#CC(C#N)=Cc1cnc(N2CCN(c3ccccc3)CC2)s1	-5.2	1.2	8.6	i	-0.2	-5.9	i	7.6	9.3
48	O=C(CCCc1cccs1)NCCc1c[nH]c2ccccc12	0.2	-7.6	-11.8	i	-3.8	2.1	i	4.3	-1.4
49	O=S(=O)(/N=C(/NC(=S)Nc1ccccc1)c1ccccc1)c1ccc(Cl)cc1	-4.7	-4.4	19.8	i	1.9	0.2	i	3.2	-0.5
50	Cc1csc(-c2ccc3cc(Cl)cc(Cl)c3n2)n1	-1.1	3.7	8.5	i	3.9	3.5	i	-10.8	10.4
51	CCOc1ncccc1C(=O)OCC(=O)Nc1cccc(C(C)=O)c1	-4.5	-1.6	4.2	i	1.6	6.8	i	-4.8	13.2
52	Cn1c(=O)c(Nc2ccc(O)cc2)c2c3c(cccc31)C(=O)c1ccccc1-2	-77.8	25.9	186.7	i	-3.7	-163.5	i	18.1	-11.6
53	CC(=O)c1c(C)[nH]c(C(=O)NNC(=O)COc2ccc(Cl)cc2C)c1C	-1.1	4.4	7.6	i	1.5	-2.8	i	11.8	19.1
54	CC(C)(C)C(=O)N1CCC[C@H]1C(O)(c1ccccc1)c1ccccc1	0.5	-5.1	-3.0	i	1.3	-4.5	i	2.3	4.0
55	CC1Cc2ccccc2N1C(=O)COC(=O)Cn1nnc(-c2ccccc2)n1 (stereo not drawn)	-6.8	-5.9	-10.0	i	-0.2	-2.7	i	7.2	-7.4
56	COc1ccc(/C=C/C(=O)NC2CCN(Cc3ccccc3)CC2)cc1OC	-0.6	5.1	-4.6	i	-2.2	3.9	i	1.1	10.3
57	CCCc1cc(C(=O)NCc2ccco2)no1	-3.2	-3.8	9.8	i	0.6	4.0	i	-4.8	11.9
58	COc1ccccc1NC(=O)Nc1ccc(NC(=O)c2ccccc2O)cc1	-0.8	1.8	-2.4	i	3.0	3.4	i	15.6	-7.6
59	CC(OC(=O)CNC(=O)c1ccc(Cl)c(Cl)c1)C(=O)N1CCOCC1 (stereo not drawn)	3.8	-3.1	-3.5	i	2.1	0.6	i	-3.4	-5.6
60	CC1CCCC(NC(=O)c2cccc(S(=O)(=O)N3CCN(c4ccccc4)CC3)c2)C1C (stereo not drawn)	1.9	2.3	-25.1	i	-6.2	0.0	i	5.6	21.6
61	Cc1ccc(NC(=O)CSc2nnc(Cc3ccccc3)c(=O)[nH]2)c(C)c1	5.1	-2.9	21.6	i	1.1	12.1	i	-7.3	-2.6

Two of the compounds above, screen by screen.
#46 COc1ccc(-n2c(/C=C(\C)O)nc(=O)c3c(C)cc(C)nc32)cc1
#47 N#CC(C#N)=Cc1cnc(N2CCN(c3ccccc3)CC2)s1

assay / compound	46	47
CSN inh	-5.7	-5.2
NadD inh	3.3	1.2
PABP1 MLLE inh	5.2	8.6
Rpn11 inh	i	i
Rin1 Abl inh	3.6	-0.2
MT1-MMP act inh	-0.5	-5.9
Neddyl block	i	i
FAS-TE inh	0.9	7.6
SKN-1 inh	11.1	9.3
